Screening results deposited in PubChem BioAssay by several laboratories.
BAP1 inh – blocks human BAP1 ubiquitin-AMC hydrolysis | activity remaining (% of control), % at 20 µM | Q92560 | 72,000 compounds, 0.48% hits | recombinant BAP1, Ub-AMC hydrolysis fluorescence kinetic; active compounds read low;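 active = activity remaining at or below 50% of control, provided the compound also passes the data quality filters; inactive = the rest, including low values that fail the filters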;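 note: 100% = DMSO wells rate and 0% = substrate alone blank rate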
Target sequence (Q92560 whole entry, looked up): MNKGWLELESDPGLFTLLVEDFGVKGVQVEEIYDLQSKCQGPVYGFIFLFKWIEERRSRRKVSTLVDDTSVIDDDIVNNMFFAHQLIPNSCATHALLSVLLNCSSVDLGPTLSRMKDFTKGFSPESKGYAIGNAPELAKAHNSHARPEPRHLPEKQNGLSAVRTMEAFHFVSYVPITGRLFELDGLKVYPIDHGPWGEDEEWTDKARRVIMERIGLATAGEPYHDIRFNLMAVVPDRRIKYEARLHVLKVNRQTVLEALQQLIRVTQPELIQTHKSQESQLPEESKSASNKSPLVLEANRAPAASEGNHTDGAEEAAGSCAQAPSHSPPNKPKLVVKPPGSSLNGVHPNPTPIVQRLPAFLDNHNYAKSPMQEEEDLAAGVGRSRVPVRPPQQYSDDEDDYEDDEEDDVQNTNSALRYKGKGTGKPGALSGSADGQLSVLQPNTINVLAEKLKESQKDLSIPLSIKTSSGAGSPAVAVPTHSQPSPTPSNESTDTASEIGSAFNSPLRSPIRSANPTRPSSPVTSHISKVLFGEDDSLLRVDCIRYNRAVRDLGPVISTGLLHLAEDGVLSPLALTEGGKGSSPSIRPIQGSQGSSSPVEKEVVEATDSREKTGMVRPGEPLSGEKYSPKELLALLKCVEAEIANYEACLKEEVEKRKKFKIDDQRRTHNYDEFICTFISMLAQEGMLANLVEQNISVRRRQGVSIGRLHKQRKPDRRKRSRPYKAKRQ
HePTP inhibitor – inhibitors of human HePTP phosphatase; inhibition, % at 20 µM; AID 521; P35236; recombinant HePTP phosphatase activity, OD absorbance; 110,000 compounds, 0.64% hits; in the data active = inhibition above about 50%;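 note: plate controls were vehicle for no effect and reference inhibitor for full effect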
Target sequence (P35236 whole entry, looked up): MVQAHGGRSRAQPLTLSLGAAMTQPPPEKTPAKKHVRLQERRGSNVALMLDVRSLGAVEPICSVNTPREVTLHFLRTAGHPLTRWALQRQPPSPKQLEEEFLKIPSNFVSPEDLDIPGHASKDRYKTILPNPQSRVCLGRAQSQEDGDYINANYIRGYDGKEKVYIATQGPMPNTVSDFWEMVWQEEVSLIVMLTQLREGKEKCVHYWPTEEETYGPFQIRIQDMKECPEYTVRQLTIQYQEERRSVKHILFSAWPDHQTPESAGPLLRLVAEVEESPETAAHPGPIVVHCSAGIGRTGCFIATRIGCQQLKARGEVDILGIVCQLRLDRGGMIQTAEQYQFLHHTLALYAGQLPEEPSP
* hit, by the source's call; x = no result given; & = joins results of further samples.

HePTP inhibitor	BAP1 inh	SMILES
7	92	CCN1CCN(Cc2c(C)[nH]c3ccc(OC)cc3c2=O)CC1
-14	x	COc1ccccc1OC(=O)Nc1ccc(Cl)cc1
-8	56	Cc1ccc(C(=O)O)cc1NC(=O)c1ccc2c(c1)C(=O)N(c1ccc([N+](=O)[O-])cc1)C2=O
2	x	CN=C(Nc1cccc(Cl)c1)SC1CC(=O)N(c2ccccc2F)C1=O (centres undefined)
-5	89	Cc1nn2c(=O)c(NC(=O)c3ccc(F)cc3)cnc2s1
10	122	COC(=O)N1CCN(c2ccc(OC)cc2)CC1
10	107	O=C1NC2(CCCCC2)N=C1c1ccc(F)cc1
-1	91	O=C(NCC1CCCO1)C1CC(=O)N(c2ccc(F)c(Cl)c2)C1 (centres undefined)
7	x	O=S(=O)(NCCSc1nc2ccccc2[nH]1)c1ccccc1
7	x	CCOC(=O)C1=C(C)NC(=S)NC1C1CC=CCC1 (centres undefined)
8	x	Cc1cc(C)n(C(=O)c2cc(-c3ccccc3)nc3ccccc23)n1
-14	x	Nc1nonc1-n1nnc(CN2CCCCCC2)c1CN1CCCCCC1
9&3	129	CCOc1cc(C(=O)NCC2CCCO2)cc(OCC)c1OCC (centres undefined)
-8	114	CC(C)OCCCNc1ncc2c(n1)CC(c1ccc(N(C)C)cc1)CC2=O (centres undefined)
1	99	OC1(c2ccc(F)cc2)CCN(Cc2ccccc2)C1 (centres undefined)
-6	91	COc1ccc(C(=O)c2sc(NC(C)C)nc2N)cc1OC
-3	x	Cc1c(C(=O)OC(C)C)sc(NC(=O)/C=C/c2ccco2)c1C(N)=O
2	107	CC(=O)NC(Cc1ccc(F)cc1)C(=O)N1CCN(C(=O)NCc2ccccc2)CC1 (centres undefined)
5	108	ON=Cc1cccn1-c1ccccc1
-3	x	Cc1c(NC(=S)NC(=O)c2ccco2)cccc1-c1nc2ccccc2s1
x	67	COc1ccc2c(c1OC)C(=O)OC2CC(=O)c1ccc(C)cc1 (centres undefined)
5	92	O=C(Cc1ccccc1)Nc1ccc2oc(-c3ccncc3)nc2c1
7	50	CC(=O)c1cccc(NC(=O)NC(C)c2ccncc2)c1 (centres undefined)
9	91	CCOC(=O)CNC(=O)CSc1nc(N(C)C)nc(N2CCOCC2)n1
5	x	N#C/C(=C/c1ccc(-c2ccc3c(c2)C(=O)NC3=O)o1)C(N)=O

17 entries from above, with bars between the fields:
canonical_smiles | HePTP inhibitor | BAP1 inh
CCN1CCN(Cc2c(C)[nH]c3ccc(OC)cc3c2=O)CC1 | 7 | 92
COc1ccccc1OC(=O)Nc1ccc(Cl)cc1 | -14 | x
Cc1ccc(C(=O)O)cc1NC(=O)c1ccc2c(c1)C(=O)N(c1ccc([N+](=O)[O-])cc1)C2=O | -8 | 56
CN=C(Nc1cccc(Cl)c1)SC1CC(=O)N(c2ccccc2F)C1=O (centres undefined) | 2 | x
Cc1nn2c(=O)c(NC(=O)c3ccc(F)cc3)cnc2s1 | -5 | 89
COC(=O)N1CCN(c2ccc(OC)cc2)CC1 | 10 | 122
O=C1NC2(CCCCC2)N=C1c1ccc(F)cc1 | 10 | 107
O=C(NCC1CCCO1)C1CC(=O)N(c2ccc(F)c(Cl)c2)C1 (centres undefined) | -1 | 91
O=S(=O)(NCCSc1nc2ccccc2[nH]1)c1ccccc1 | 7 | x
CCOC(=O)C1=C(C)NC(=S)NC1C1CC=CCC1 (centres undefined) | 7 | x
Cc1cc(C)n(C(=O)c2cc(-c3ccccc3)nc3ccccc23)n1 | 8 | x
Nc1nonc1-n1nnc(CN2CCCCCC2)c1CN1CCCCCC1 | -14 | x
CCOc1cc(C(=O)NCC2CCCO2)cc(OCC)c1OCC (centres undefined) | 9&3 | 129
CC(C)OCCCNc1ncc2c(n1)CC(c1ccc(N(C)C)cc1)CC2=O (centres undefined) | -8 | 114
OC1(c2ccc(F)cc2)CCN(Cc2ccccc2)C1 (centres undefined) | 1 | 99
COc1ccc(C(=O)c2sc(NC(C)C)nc2N)cc1OC | -6 | 91
Cc1c(C(=O)OC(C)C)sc(NC(=O)/C=C/c2ccco2)c1C(N)=O | -3 | x

Later entries.
HePTP inhibitor	BAP1 inh	SMILES
4	73	O=C(Cn1nnc2ccccc2c1=O)Nc1cc(C(F)(F)F)ccc1N1CCOCC1
-16	x	O=[N+]([O-])c1ccc(NS(=O)(=O)c2cccs2)cc1
-1	x	CC1(C)CC(=O)C(C=NC2CC(C)(C)NC(C)(C)C2)=C(O)C1
-3	87	c1ccc(-n2ncc3c2ncn2nc(-c4ccco4)nc32)cc1
1	x	Cc1ccc(C(C(=O)NC2CCCCC2)N2CCCC2)cc1 (centres undefined)
3	x	Cc1cc(C)cc(C(=O)Nc2nnc(C)s2)c1
x	54	O=C(c1nn2c(c1Br)NC(c1ccco1)CC2C(F)(F)F)N1CCN(C(c2ccccc2)c2ccccc2)CC1 (centres undefined)
-6	95	CCN(CCNC(=O)CCCn1nc(C)n2c(cc3sccc32)c1=O)c1ccccc1
6	x	Cc1ccc(OCc2nc(-c3ccncc3)no2)c(Br)c1
-9	x	Cc1nnc(N/N=C/c2ccc(Br)cc2)[nH]c1=O
17	x	N#CCOc1ccccc1/C=C/c1[nH]c(=O)[nH]c(=O)c1[N+](=O)[O-]
2	x	Cc1ccc(S(=O)(=O)Nc2nc(O)c(C3=c4cc(Cl)ccc4=NC3=O)s2)cc1
1	115	CN(c1ccc(C(=O)NC2CC2)cc1)S(=O)(=O)c1ccccc1
-8	x	COc1ccc(/C=C2\CCc3ccccc3C2=O)cc1OC
2	x	COc1ccc2nc3c(cc2c1)c(NC(=O)c1cccs1)nn3CC(C)C
2	x	Cc1cccc(-c2nnc(NC(=O)Nc3ccccc3)s2)c1
2	68	Cc1ccc(-c2nn(C)c(=O)c3ccccc23)cc1S(=O)(=O)NCCO
3	x	O=C(/C=C/c1ccccc1)Nc1nnc(-c2ccccc2)s1
8	x	Cc1ccc(NCCC(=O)c2cccc([N+](=O)[O-])c2)cc1Cl
8	91	O=C(Nc1cccc([N+](=O)[O-])c1)C1C2C3CCC(C3)C12 (centres undefined)
-1	91	Cc1noc(C)c1S(=O)(=O)Nc1ccc(C(=O)NCc2ccccc2)cc1
4	81	COC(=O)C1C(=O)C2=C(CC1C)NC(C)=C(C(=O)OC1CCCC1)C2c1ccc(N(C)C)cc1 (centres undefined)
4	x	Cc1cccc(N2CCN(C(=S)c3ccc(-c4ccc(Cl)cc4Cl)o3)CC2)c1
4	93	Cc1cccc(OCC(=O)N2CCN(C(=O)CCC3CCCC3)CC2)c1
8	86	Cn1cccc1Cc1nnc(SCC(=O)Nc2ccccc2)n1-c1ccc(F)cc1

Ordered by SMILES length (low to high): 3 of the compounds above
HePTP inhibitor	BAP1 inh	SMILES
8	x	Cc1cc(C)n(C(=O)c2cc(-c3ccccc3)nc3ccccc23)n1
-8	114	CC(C)OCCCNc1ncc2c(n1)CC(c1ccc(N(C)C)cc1)CC2=O (centres undefined)
5	x	N#C/C(=C/c1ccc(-c2ccc3c(c2)C(=O)NC3=O)o1)C(N)=O

Continuation:
HePTP inhibitor	BAP1 inh	SMILES
-1	x	CC(=O)CC(=O)Nc1cc(C)ccc1C
1	x	COc1ccc(C2(C)C(=O)c3ccccc3C2=O)cc1
6	153	Cc1ccc(NC(=O)CCCCCC2NC(=O)NC2C)cc1 (centres undefined)
7	104	Cn1c(=O)cc(Nc2ccc(Cl)cc2)[nH]c1=O
4	99	COc1cc(C(=O)O)ccc1OC(C)=O
1	89	CC1(C)C(c2ccc(Cl)cc2)=[N+]([O-])C2(CCCC/C2=N\O)N1O (centres undefined)
3	x	Cc1ccc(Br)cc1S(=O)(=O)N1CCN(C)CC1
-8	x	Cc1cccc(CC2SC(=Nc3ccc(Cl)cc3)NC2=O)c1 (centres undefined)
10&-17	52	COc1nc(-c2ccccc2)cc(-c2ccc(OC)c(OC)c2)n1
4	x	O=C(NCCNc1ccc(Cl)cc1[N+](=O)[O-])c1cccc2ccccc12
-6	x	O=C(O)/C=C/C(=O)Nc1ccc2c(c1)C(=O)c1ccccc1C2=O
10	100	Cc1cc(N2CC(C(=O)O)CC2=O)ccc1Br (centres undefined)
-4	x	COCCCNC(=O)COc1ccc(C)cc1Br
8	103	CC(=O)Cn1c(CN2CC(C)CC(C)C2)nc2c1c(=O)n(C)c(=O)n2C (centres undefined)
9	98	CCCCNCCOCCOc1ccc(F)cc1
9	x	CC(C)Oc1ccc(NC(=O)CSc2nnnn2-c2ccccc2)cc1
-10	95	Cc1cc(C(F)F)n2nc(C(=O)NCc3ccccc3F)nc2n1
4	x	CCOC(=O)c1sc(NC(=O)c2cc([N+](=O)[O-])ccc2Cl)c(C(=O)OCC)c1C
-13	x	Cc1ccc(C(=O)N/C(=C\c2cccs2)C(=O)NCC(C)C)cc1
7	x	C=CCC1(O)C(C)C(c2ccccc2)NC(c2ccccc2)C1CCC (centres undefined)
7	x	Cc1ccc(C(=O)Nc2ccc(S(=O)(=O)N3CCc4ccccc4C3)cc2)o1
3	104	CCN(CC)c1nc2n(c(=O)n1)CCN2CC
3	x	COc1ccc2nc(NS(=O)(=O)c3ccc(Cl)cc3)c(Nc3ccc(NC(C)=O)cc3)nc2c1
12	58	O=C(c1n[nH]c(=O)c2ccccc12)N1CCN(C2c3ccccc3-c3ccccc32)CC1
0	97	COc1ccc(C2C(=O)N(C3CCCCC3)CC(=O)N2C2CCCC2)cc1 (centres undefined)

Next section:
HePTP inhibitor	BAP1 inh	SMILES
6	x	CCOc1cc2oc(=O)cc(-c3ccccc3)c2cc1CC
6	107	O=C(OCC(=O)N1CCN(C(=O)c2ccco2)CC1)c1cn(-c2ccccc2)nc1-c1ccccc1
17	60	N=c1c(C(=O)NCc2ccc3c(c2)OCO3)cc2c(=O)n3ccccc3nc2n1Cc1cccnc1
-7	x	CCOC(=O)c1c(NC(=O)c2ccc(OC)cc2OC)sc2c1CCCCC2
-4	112	N#CCSc1nc2[nH]ncc2c(=O)n1-c1ccccc1Br
-6	70	CCOc1ccc2nc(NC(=O)c3ccoc3C)sc2c1
5	99	O=C(NCc1ccco1)C1CC(=O)N(c2ccc(F)cc2)C1 (centres undefined)
-13	x	O=C(/C=C/c1ccccc1)NC(=S)Nc1ccc2ccccc2c1
-1	x	Cc1cc2ncn(C(=O)c3cccc(I)c3)c2cc1C
8	x	CCOc1cc(/C=C2\C(=O)NN(c3ccccc3)C2=O)cc(Cl)c1O
-13	87	Cc1ccc(CC(CC(=O)O)C(=O)NC2CCCCC2)cc1 (centres undefined)
2	181	COc1ccc2nc3oc(C(=O)N4CCCCC4)cc3cc2c1
5	82	Cc1ncoc1C(=O)Nc1ccc(Oc2ccccc2)cc1
8	86	O=S(=O)(c1ccc(F)c(Cl)c1)N1CCCC1
-8	x	COc1ccc(C2=C/C(=C/c3ccc([N+](=O)[O-])o3)C(=O)O2)c(OC)c1
x	149	Cc1cc(C)cc(-n2nc3c(c2NC(=O)CCCCl)CSC3)c1
8	x	Cc1ccc2nsnc2c1NC(=O)c1ccc2c(c1)OCCO2
2	x	COc1ccccc1CNC(=O)/C=C/c1ccc([N+](=O)[O-])cc1
6	71	O=S(=O)(N1CCCCC1)N1CCN(S(=O)(=O)N2CCCCC2)CC1
5	95	O=C(O)CCC(=O)N(Cc1ccco1)c1nc(-c2ccccc2)cs1
39	x	O=C(Nc1ccc2nn(-c3ccc(Cl)cc3)nc2c1)c1ccccn1
10	110	Cc1ccnc(NC(=O)C2CCN(S(=O)(=O)c3cccc4nsnc34)CC2)c1
-1	x	O=C(/C=C/c1ccc([N+](=O)[O-])cc1)N1CCc2ccccc2C1
-2	101	O=C(O)C1CCCCC1C(=O)Nc1ccccc1F (centres undefined)
6	x	Cc1cccc(/C(N)=N/OC(=O)c2ccccc2Br)c1

Additional records.
HePTP inhibitor	BAP1 inh	SMILES
3	x	Cc1sc2nc(-c3ccc(OC(C)C)cc3)[nH]c(=O)c2c1C
0	x	O=[N+]([O-])c1ccc(N2CCOCC2)cc1NCCOc1ccc(F)cc1
3	57	CCN1C(=O)/C(=C2/C=CC=CN2C)OC1=S
-3	103	Cc1sc2ncn3ncnc3c2c1C
3	96	O=C(CN1CCOCC1)Nc1ccc(Oc2ccc(NC(=O)CN3CCOCC3)cc2)cc1
-2	x	CC(C)CC(=O)N1CCN(CCCc2ccccc2)CC1
-2	108	Nc1nc(CN2CCCCC2)cs1
7	117	CC(=O)c1cc(C#N)c(SCc2ccncc2)nc1C
11	133	COc1ccc(NC(=O)C2CC(=O)NC(Nc3cccc(C)c3)=N2)cc1 (centres undefined)
6	76	COc1ccc(S(=O)(=O)N(C)CC(=O)N2CCOCC2)cc1
8	179	CCOc1cc(C)c(Cl)cc1S(=O)(=O)n1cnc2ccccc21
-17	x	CCC(C#CCN(CC)CC)OC(C)=O (centres undefined)
18	x	CCOc1ccc(-c2cc(C)n3nc(C(N)=O)cc3n2)cc1
6	102	Cc1ccc2c(c1)c1c(n2CC(O)CNC(CO)(CO)CO)CCCC1 (centres undefined)
-1	x	O=S(=O)(Nc1ccc(OCc2ccccc2)cc1)c1ccc2ccccc2c1
x	96	O=C(Oc1ccc(Cl)cc1)c1ccc([N+](=O)[O-])cc1
2	x	CCNC(=O)C1COc2ccccc2O1 (centres undefined)
9	x	COc1ccc(NC(=O)c2cc(Br)ccc2Cl)cc1OC
-6	x	O=C(Nc1ccc(Cl)c(-c2nc3ccccc3[nH]2)c1)c1cc2ccccc2o1
5	107	Cc1nnc(SCc2cc(=O)[nH]c(Nc3nc(C)c4ccccc4n3)n2)s1
5	103	CC(=O)NC12CC3CC(C)(C1)CC(NC(C)=O)(C3)C2
4	x	O=C(Nc1ccc2c(c1)OCCO2)C(Sc1ccccc1)c1ccccc1 (centres undefined)
5	99	COc1ccccc1-n1cc(C(=O)NCC(=O)N2CCN(c3ccccn3)CC2)c2ccccc2c1=O
3	90	COc1ccc(NCc2cc3cc(OC)ccc3[nH]c2=O)cc1
11	x	Cc1cccn2c(=O)c3cc(C(=O)NCc4ccccc4)c(=N)n(CCCN4CCOCC4)c3nc12
